Source: PubChem (National Center for Advancing Translational Sciences (NCATS))
S-ASM inh: inhibitors of human secretory acid sphingomyelinase; 340,000 compounds, 0.006% hits; P17405; Potency, µM (highest dose often 57.5 µM), without a hit: at the highest dose activity change, negative = inhibition, most hits filed as inhibitors; placental ASM, HMU-PC fluorogenic substrate, 60 min; note: potency is the fitted concentration of half-maximal effect
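Steps: dispense placental human ASM, pin compound, wait 10 min at room temperature, add HMU-PC0 substrate at 9 uM final, incubate 60 min at 37 °C, add stop solution raising pH to 10, read fluorescence.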
Mito fusion act: mitochondrial division inhibition or fusion activation; AID 485298; S. cerevisiae fusion-defective mutant growth rescue, CellTiterGlo 48 h; Potency, µM (titrated, usually from 46.1 µM), without a hit: at the highest dose growth rescue (activation), usual class: activators; 320,000 compounds, 0.23% hits;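 note: potency is the fitted concentration of half-maximal effect; % of control where 0% means no effect; nearly all actives have a fitted effect of over 45% in size; temperature-sensitive fusion mutants such as fzo1-1 at 37 °C on non-fermentable ethanol glycerol medium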
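Luminescent cell viability in 1536-well qHTS format served as the measure of rescued growth in ts fusion-mutant S. cerevisiae cultured on non-fermentable YPEG for 48 hours at 37C.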
MBNL1-CUG inh: inhibitors of human MBNL1 binding to CUG repeat RNA. Q9NR56. TR-FRET MBNL1-His/biotin-(CUG)12 binding, 665/545 ratio. Potency, µM (series often up to 57.5 µM), without a hit: at the top dose activity change, negative = inhibition, actives largely listed as inhibitors. 280,000 compounds, 0.036% hits. AID 2675; active = well fitted inhibition curve with a large enough effect in the signal ratio, with a control signal flat, not every such curve was filed as active; inconclusive = small, poorly fitted or top-dose-only effect, or effect the other way, or a change in a side signal; inactive = no such curve, though single readings can be large or run the other way; the % refers to the signal ratio; note: potency is the fitted concentration of half-maximal effect; % is set by controls: 0 for no effect and ±100 for the full control effect
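Compound titration spanned 92 nM–58 uM against the MBNL1-His/biotin-(CUG)12 complex. After 60 min at room temperature with 5 nM streptavidin-XL665 and 0.055 ng/ul terbium anti-His, ratiometric 665/545 nm emission (Ex 340 nm) normalized to controls.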
TCR activator: activators of T cell receptors; primary human leukocytes, anti-CD3, IL-2 HTRF, 48 h; Potency, µM (series often up to 9.22 µM), for the others: top-dose activation of IL-2 secretion, most hits filed as activators; 330,000 tested, under 10 active; note: % of control where 0% means no effect
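48 hr co-incubation of compounds, a-CD3 beads and primary human leukocytes; IL-2 quantified homogeneously by HTRF with anti-IL-2 K and d2 conjugates.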
Menin MLL FP TR: inhibitors of human menin-MLL interaction, mutant MLL peptide. Menin + Texas Red MLL mutant peptide, fluorescence polarization. O00255. Potency, µM (doses to about 61.6 µM), without a hit: at the highest dose FP activity change, negative = inhibition, actives largely listed as inhibitors. AID 1768. 270,000 compounds, 0.23% hits; active = well fitted inhibition curve with a large enough effect in the polarisation, with a control signal flat, not every such curve was filed as active; inconclusive = small, poorly fitted or top-dose-only effect, or effect the other way, or a change in a side signal; inactive = no such curve, though single readings can be large or run the other way; the % refers to the polarisation; note: potency is the fitted concentration of half-maximal effect; % of control where 0% means no effect; many of its hits are not listed in these tables
CXXC DNA block: inhibitors of human MLL CXXC domain-DNA interaction; Q03164; MLL-CXXC / FITC-HOXA9 DNA fluorescence polarization; Potency, µM (series often up to 115 µM), for inactives: at the top dose activity change, negative = inhibition, usual class: inhibitors; 290,000 compounds, 0.037% hits; AID 2662; active = well fitted inhibition curve with a large enough effect in the polarisation, with a control signal flat, not every such curve was filed as active; inconclusive = small, poorly fitted or top-dose-only effect, or effect the other way, or a change in a side signal; inactive = no such curve, though single readings can be large or run the other way; the % refers to the polarisation; note: potency is the fitted concentration of half-maximal effect
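Purified MLL-CXXC (added from a 7 uM solution) was preincubated 5 min at ambient with pinned compounds in 50 mM Tris-HCl pH 7.5, 50 mM NaCl, 1 mM DTT, 0.05% BSA. Fluorescein-labeled HOX-A9 DNA (50 nM solution) followed, 30 min, then polarization read.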
AT treatment: candidate therapy for ataxia-telangiectasia | […] A-T fibroblasts, KAP-1 phosphorylation AlphaLISA; neocarzinostatin DNA damage 30 min before lysis | Potency, µM (highest dose often 57.5 µM), inactives show at the top dose activation, actives largely listed as activators | 320,000 compounds, 0.19% hits; note: potency is the fitted concentration of half-maximal effect; % of control where 0% means no effect; nearly all actives have a fitted effect of over 45% in size
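ATM-like activity read as KAP-1 phosphorylation via AlphaLISA donor/acceptor antibody pairs after lysis and 6 hr at 25C. Cells were ATM-null patient fibroblasts ([…], hTERT), dosed 60 min, then exposed to the DSB inducer NCS for 30 min.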
Integrin act MD: integrin-mediated muscular dystrophy alleviation activation; alpha7betagal myoblasts, beta-gal FDG fluorescence, 48 h; Potency, µM (highest dose often 38.3 µM), for the others: top-dose activation, hits mostly activators; 350,000 compounds, 0.064% hits;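 note: potency is the fitted concentration of half-maximal effect; 100% = response of the positive control SU9516; nearly all actives have a fitted effect of over 60% in size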
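Alpha7betagal+/- myoblasts (passage 13) were plated 16-24 hr, then exposed to compounds (1:260 dilution of DMSO stock) for 48 hours at 37C. After MPER lysis, β-galactosidase reporter activity was read as FDG fluorescence (ex 480/em 540) after 30 minutes.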
TSG101-PTAP inh: blocks PTAP/TSG101 interaction to inhibit HIV-1 budding; Q99816; Fluorescence polarization, FITC-PTAP peptide / Tsg101 binding; Potency, µM (titrated, usually from 115 µM), inactives show top-dose activity change, negative = inhibition, actives largely listed as inhibitors; 340,000 tested, under 10 active; active = well fitted inhibition curve with a large enough effect in the main read-out, with a control signal flat, not every such curve was filed as active; inconclusive = small, poorly fitted or top-dose-only effect, or effect the other way, or a change in a side signal; inactive = no such curve, though single readings can be large or run the other way; note: potency is the fitted concentration of half-maximal effect; % of control where 0% means no effect
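Fluorescence anisotropy tracks displacement of a FITC-tagged PTAP peptide (50 nM) from the Tsg101 binding domain (10 uM), following a 20 min room-temperature incubation at pH 7.5.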
TSHR antagonist: blocks TSH signaling through the human TSH receptor. P16473. TSHR-expressing cells, TSH-stimulated cAMP HTRF, 2 h; active compounds read low. activity change, negative = inhibition, % at 11.5 µM. 330,000 compounds, 0.2% hits. AID 504810;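 active = activity change below a set negative limit, meaning inhibition stronger than a set level, cut at about -70% in these data; inconclusive = activity change between two set negative limits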; note: % is set by controls: 0 for no effect and ±100 for the full control effect
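Antagonism was scored as loss of TSH-driven cAMP in TSHR cells, stimulated with 4nM TSH (EC80) for 2 hours at 37 deg C and detected by homogeneous HTRF competition immunoassay.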
* marks the source's active call; other numbers are inactive results; i = inactive; ? = inconclusive; . = not tested or not shown; [ ] = dose if it differs, or a comment. Unless noted, calls come from the whole dose curve; as a rule, active = well fitted curve in the direction sought with a large enough effect; inconclusive = small, poorly fitted or top-dose-only effect, or another doubt; inactive = no such curve, though single readings can be large; an effect the other way counts as inactive or inconclusive.

SMILES | S-ASM inh | Mito fusion act | MBNL1-CUG inh | TCR activator | Menin MLL FP TR | CXXC DNA block | AT treatment | Integrin act MD | TSG101-PTAP inh | TSHR antagonist
COc1ccc(-c2nn(-c3ccccc3)cc2C(=O)OCC(=O)c2ccc(C)c([N+](=O)[O-])c2)cc1 | -2.9% | -1.2% | . | 2.3%[46.1 µM] | ? | -1.7% | -1.7% | 4.8% | 7.0% | 2.0
O=C(NC(CC(=O)N1CCN(c2ccccc2)CC1)c1ccccc1)c1ccccc1Cl (configuration not stated) | 0.5% | -3.6% | . | 2.6%[46.1 µM] | -1.1% | -0.5% | 3.4% | 3.8% | -3.2% | -4.5
O=C(N/N=C/c1ccc(O)c(O)c1)N/N=C/c1ccc(O)c(O)c1 | 1.5% | 10.5% | ? | 10.9% | ? | 40.3%[activator] | ? | 4.9% | -4.7% | 5.9
CCCCC1=CC2=CC(=O)C(C)(OC(=O)c3cccs3)C(=O)C2=CO1 (configuration not stated) | -1.4% | . | . | -1.1% | 13.4% | . | . | 2.1% | -0.8% | .
CCOC(=O)c1nnn(-c2nonc2-n2cccc2)c1CN1CCC(C)CC1 | -7.8% | -10.7% | -22.3% | -32.2% | -14.9% | -0.7% | 3.4% | -74.4%[inhibitor] | 1.7% | -14.8
Cc1cc(C)cc(C(=O)Nc2ccc(NC(=O)Cc3ccccc3)cc2)c1 | -2.7% | 2.0% | -7.0% | 12.3% | ? | 11.0% | 5.2% | 1.4% | -2.5% | -0.9
O=C(CSc1nnnn1C1CC1)Nc1cc(S(=O)(=O)N2CCCC2)ccc1Cl | -2.0% | . | . | -6.6% | . | . | 6.3% | 13.8% | -4.1% | -11.4
COc1ccccc1/C=C(/NC(=O)c1ccccc1)C(=O)NCCN1CCOCC1 | 0.9% | 1.1% | 2.8% | -3.7% | . | 13.5% | 12.6% | 34.2% | -1.0% | -4.2
C/C(=N\Nc1ccc(C)c(Cl)c1)c1ccncc1 | -4.0% | -2.1% | -0.5% | -2.3% | 14.1% | 15.5% | 7.9% | -9.9% | -5.2% | 25.8
COC(=O)c1nn(-c2ccccc2)c(=O)cc1Sc1ccc(Cl)cc1 | -2.8% | -7.2% | ? | 2.5% | -8.9% | 7.3% | 1.0% | -43.9% | -0.7% | -1.5
Cc1nc(C)n(C(=O)N(c2ccccc2)c2ccccc2)n1 | 3.4% | -0.8% | 2.8% | -3.8% | -20.6% | 9.5% | 3.3% | -3.7% | -4.0% | 6.2
O=C(c1ccncc1)N1CCCC(N2CCN(c3ccc(F)cc3)CC2)C1 (configuration not stated) | -1.3% | -1.0% | 6.0% | 1.1% | . | 1.0% | 2.3% | 0.8% | 0.0% | -5.9
OCCN1CNC(=S)NC1 | 4.8% | 2.9% | -3.3% | -7.9% | . | -12.0% | -14.0% | 23.9% | -0.3% | 7.6
CC(C)C(NC(=O)C1CCCCC1)C(=O)NC1CCN(Cc2ccccc2)CC1 (configuration not stated) | . | -2.8% | -11.9% | . | 12.6% | 3.6% | 2.3% | . | . | 9.0
Cc1c(NC(=O)/C=C/c2ccc(S(=O)(=O)N3CCOCC3)cc2)c(=O)n(-c2ccccc2)n1C | -0.5% | -3.7% | 28.3% | 1.9% | 10.1% | -9.5% | -1.1% | -4.4% | -0.2% | 1.3
COc1cccc(C(=O)Nc2nnc(S(=O)(=O)N(C)Cc3ccccc3)s2)c1 | 1.5% | ? | 9.2% | -0.1% | . | 8.8% | 7.0% | ? | -4.6% | -35.8
c1ccc(-c2nnc3sc(-c4ccncc4)nn23)cc1 | 5.1% | 21.4% | 19.9% | 2.1% | -2.8% | 2.8% | -0.4% | ? | 0.8% | -9.0
CCn1ncc(S(=O)(=O)NCc2ccco2)c1C | 3.7% | 1.2% | -0.6% | 1.2% | . | -7.7% | -13.6% | -13.7% | -2.7% | -6.6
COCCCn1c(=O)c2sccc2n2c(CCCC(=O)N(C)Cc3ccco3)nnc12 | 1.7% | 3.6% | -5.7% | 2.7% | 12.6% | -1.1% | 2.7% | -25.6% | -4.9% | 1.9
CCO/C=C/C(=O)N(C)CCC#N | 8.1% | -1.2% | -9.6% | -6.5% | 7.1% | -0.1% | 4.5% | -1.5% | -3.3% | -7.1
COc1cc(C(N)=O)cc(Br)c1OCc1ccccc1 | -4.7% | ? | 0.8% | -2.3%[46.1 µM] | -13.5% | 7.6% | -8.4% | -6.1% | -0.5% | -7.8
CCOC(=O)Nc1ccc([N+](=O)[O-])cc1C | -1.2% | -2.2% | ? | -4.2%[46.1 µM] | 10.5% | 12.6% | -0.7% | 13.3% | 0.1% | -2.7
COCCNc1cc(C)c(C#N)c2nc3ccccc3n12 | i | -8.3% | 10.0% | 1.6% | 0.2% | 0.9% | -4.5% | 25.3% | -8.0% | 4.8
Cc1ccc(NC(=O)COC(=O)CCNS(=O)(=O)c2c(Cl)cccc2Cl)cc1 | -2.8% | . | . | -0.8%[46.1 µM] | . | . | -2.4% | 1.4% | -4.2% | -10.3
CCN(CC)CCCNc1cc2n(c(=O)n1)CCc1cc(OC)c(OC)cc1-2 | 78.0%[activator] | 0.9% | 6.3% | -1.9% | -5.7% | 13.7% | 8.0% | 7.6% | -1.8% | -9.0
O=C(NCCCn1ccnc1)c1ccccc1NS(=O)(=O)c1ccc(F)c(F)c1 | 6.6% | -1.9% | -3.3% | 4.4% | -2.4% | 4.3% | 5.7% | 9.5% | -1.1% | 2.0
Cc1ccc(Cn2cccc2/C=N/NC(=S)Nc2ccc(C)cc2)cc1 | -15.4% | -1.7% | 0.3% | -5.9% | -2.0% | 4.3% | 0.2% | -9.1% | -0.3% | -10.7
Cc1ccc(C2C(C#N)=C(N)SC(N)=C2C#N)cc1 | 2.8% | 6.0% | 84.2%[activator] | -2.8% | 5.3% | ? | 2.6% | 22.4% | 19.0% | -14.7
Cc1ccc2c(c1)[C@@H]1CN(C)CC[C@@H]1N2S(=O)(=O)c1ccc(F)cc1 | 1.7% | -3.9% | 3.6% | 11.1% | 1.2% | -5.9% | -0.5% | -6.9% | -5.4% | 2.4
Cc1ccc(OCCC(=O)OC(C)C(=O)Nc2c(C)n(C)n(-c3ccccc3)c2=O)cc1 (configuration not stated) | 4.9% | -3.3% | . | -4.6% | . | . | 10.2% | 3.4% | -3.8% | 7.3
Cc1ccc2c(c1)C(=O)c1ccccc1CS2=O (configuration not stated) | 1.9% | 4.4% | ? | -1.6%[46.1 µM] | -12.9% | -1.0% | 10.9% | -28.9% | -3.8% | 11.2
Cc1nc2nc(N)nn2c(C)c1C/C=C/c1ccccc1 | -2.0% | 4.1% | -0.4% | 1.4% | 1.1% | 0.1% | 2.3% | 4.4% | -1.5% | -10.1
CCOC(=O)c1ccc(-c2ccc(-c3cc(=O)oc4cc(OC)c(OC)c(OC)c34)cc2)cc1 | -5.2% | . | . | -1.5%[46.1 µM] | -6.2% | . | 3.8%[11.5 µM] | 0.0% | -2.1% | -2.1
O=C(C1=C[C@H](c2coc3ccccc3c2=O)C[C@H](OCc2ccc(CO)cc2)O1)N1CCN(Cc2ccc3c(c2)OCO3)CC1 | 12.3% | 11.0% | 9.8% | -1.3% | ? | 0.4% | 4.3% | -12.5% | -0.8% | -5.7
CCN(CC)S(=O)(=O)c1ccc(C(=O)NCCN(C)C)cc1 | 5.1% | -2.8% | 4.7% | 1.1% | -0.7% | 5.5% | 0.0% | -16.7% | -1.1% | 0.3
Cc1ccc(S(=O)(=O)n2[nH]c(=O)cc2N)cc1 | 8.9% | -2.4% | -14.9% | 13.1% | 11.8% | 22.8% | 8.5% | 19.1% | -2.5% | 0.7
N=c1sccn1CC(=O)Nc1ccc(SC(F)F)cc1 | 6.2% | -9.7% | 1.7% | 2.0% | -15.3% | -15.7% | -4.9% | 4.8% | -0.6% | 7.8
CCOC(=O)c1c(NC(=O)c2cccc(N3C(=O)CCC3=O)c2)sc2c1CCN(CC)C2 | 15.7% | -3.0% | -1.1% | 2.7% | . | 11.2% | 3.3% | 4.1% | -4.3% | -2.3

An excerpt; the hit share may differ from the screen's.
